Screening data as filed in PubChem BioAssay.
RBBP9 inh: human RBBP9 hydrolase inhibition | O75884 | recombinant RBBP9, FP-Rh probe fluorescence polarization | inhibition, % at 7.94 µM | actives 0.2% (n = 220,000);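 active = inhibition above the campaign mean of all tested compounds plus 3 SD, cut at about 14% in these data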;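 also: plate controls were DMSO wells with RBBP9 for no effect and wells lacking RBBP9 protein for full effect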
Target sequence (O75884 whole entry, looked up): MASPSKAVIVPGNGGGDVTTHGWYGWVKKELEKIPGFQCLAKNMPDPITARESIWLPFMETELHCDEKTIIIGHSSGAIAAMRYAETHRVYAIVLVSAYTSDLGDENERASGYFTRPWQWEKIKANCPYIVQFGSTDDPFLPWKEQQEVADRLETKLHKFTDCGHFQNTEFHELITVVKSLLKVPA
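Material: RBBP9 protein. Amount: RBBP9 at 2.5 µM in dispensed solution, before mixing. Schedule: 30 min then 45 min, 25 °C. Medium: Tris buffer pH 8.0, NaCl, Pluronic. Measured by: fluorescence polarization. Measure: percent inhibition from mP, scaled between DMSO and no-protein wells. Replication: one well per compound.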
PPC-1+TRAIL kill: compounds killing PPC-1 cancer cells with TRAIL present (potentiator screen, no TRAIL-free arm); actives 0.41% (n = 220,000); cell killing (% activity), % at 4 µM; PPC-1 cells + TRAIL, ATPLite viability luminescence;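 active = cell killing above 50% in the first pass at 4 µM, then a duplicate retest at 5 µM averaging 50% or more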;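 also: plate controls were cells with TRAIL plus DMSO for no effect and medium-only wells lacking cells for full effect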
zfTRPN1 agonist: agonists of zebrafish TRPN1 channel. HEK293 zebrafish TRPN1-YFP, Fluo-8 calcium fluorescence; 100% = response to 87 µM carbachol. activation, % at 3 µM. AID 1424. actives 0.18% (n = 220,000);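 active = activation above its plate's cutoff, the mean activation of test wells on that plate plus 3 SD, cut at about 19% in these data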;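 also: 0% = DMSO alone and 100% = 87 µM carbachol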
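System: zebrafish TRPN1-YFP in HEK293 cells / Dosing: 3 µM single point / Timing: dye loading 1 h at 37 °C, then 30 min room temperature / Signal: Fluo-8 calcium fluorescence, excitation 470-495 nm, emission 515-575 nm / Read-out basis: percent activation from peak over basal fluorescence ratio, control-normalized / Control set: high carbachol 87 µM, low DMSO alone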
TNF necrop inh: TNF-alpha cell death inhibition in Jurkat FADD-/- cells. Jurkat FADD-/- TNF necroptosis rescue, ATP luminescence, 24 h; 0 = TNF only, 100 = no-TNF cells. activation (protection from cell death), % at 10 µM. actives 0.068% (n = 220,000). AID 463075;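 active = activation, meaning protection from cell death, of at least 50% relative to plate controls; inactive = activation below 50%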;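 also: necroptosis triggered by 40 ng/mL TNF-alpha added together with compound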
Ba/F3 V617F tox: lowers viability of Ba/F3 cells expressing EpoR and JAK2V617F; ATP luminescence; AID 1446; actives 1.1% (n = 220,000); inhibition, % at 5.6 µM;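 active = inhibition above the campaign mean plus 3 SD over all tested compounds, cut at about 24% in these data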;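 also: cytokine-independent growth of Ba/F3 cells driven by EpoR plus mutant JAK2; 0% = DMSO-treated cells and 100% = JAK inhibitor I control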
Wee1 stabilizer: human Wee1 degradation inhibition, primary screen; P30291; reporter increase, % at 5 µM; HeLa Luc-Wee1K328M stability, luciferase luminescence; 100% = proteasome inhibitor MG132 effect; actives 1.2% (n = 220,000);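 active = activation above the mean of all tested compounds plus 3 SD, set per screening run, cut at about 8.8% in these data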;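 also: cells exposed to compound for 20 h before luminescence read; 0% = DMSO alone and 100% = MG132 at 30 µM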
Target sequence (P30291 whole entry K328M): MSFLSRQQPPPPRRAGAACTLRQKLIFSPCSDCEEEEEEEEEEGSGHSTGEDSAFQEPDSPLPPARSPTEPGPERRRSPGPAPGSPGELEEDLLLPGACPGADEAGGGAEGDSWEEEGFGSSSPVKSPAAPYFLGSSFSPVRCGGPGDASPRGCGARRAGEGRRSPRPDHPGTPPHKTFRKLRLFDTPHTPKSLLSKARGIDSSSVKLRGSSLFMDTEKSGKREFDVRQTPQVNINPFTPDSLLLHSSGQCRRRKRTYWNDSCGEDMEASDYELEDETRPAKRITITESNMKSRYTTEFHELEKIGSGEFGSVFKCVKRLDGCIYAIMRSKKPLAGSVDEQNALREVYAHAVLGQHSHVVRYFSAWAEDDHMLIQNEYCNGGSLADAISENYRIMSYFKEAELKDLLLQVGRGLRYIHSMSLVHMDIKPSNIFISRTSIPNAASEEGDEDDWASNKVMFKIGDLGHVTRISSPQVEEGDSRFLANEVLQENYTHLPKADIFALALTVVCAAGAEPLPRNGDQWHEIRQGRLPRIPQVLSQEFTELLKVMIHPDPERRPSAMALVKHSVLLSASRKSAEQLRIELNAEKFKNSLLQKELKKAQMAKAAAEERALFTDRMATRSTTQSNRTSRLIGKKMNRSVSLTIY
CHOP inh: inhibitors of CHOP induction in ER stress response; CHO-K1 CHOP-promoter luciferase, tunicamycin-induced, 15-18 h; inhibition, % at 10 µM; actives 3.8% (n = 220,000); AID 2732;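 active = compounds that reduced the stress-induced luciferase reporter signal by more than about 70% of percent inhibition, limit read from the data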;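 also: 0% = tunicamycin plus vehicle and 100% = wells without tunicamycin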
BaF3 parental: counter-screen for JAK2V617F inhibitors: parental Ba/F3 viability inhibitors; actives 1.1% (n = 220,000); inhibition, % at 5.6 µM; AID 1486; CellTiter-Glo ATP luminescence;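 active = inhibition above a per-campaign cutoff, the mean inhibition of all tested compounds plus 3 SD, cut at about 27% in these data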;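 also: 0% = DMSO wells and 100% = JAK Inhibitor I control wells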
TRPML3 ag: agonists of human TRPML3 channel; AID 1448; activation, % at 3 µM; HEK293 TRPML3-YFP, Fluo-8 calcium fluorescence; 100% = the carbachol control signal; actives 0.29% (n = 220,000);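 active = activation above its plate's cutoff, the mean activation of the plate's test wells plus 3 SD, cut at about 12% in these data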;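 also: 0% = DMSO only wells and 100% = carbachol wells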
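Material: TRPML3-YFP stable HEK293 cells | Dosing: One concentration, 3 µM nominal, 0.3% DMSO | Timing: 125 s total fluorescence read per well | Technique: Fluo-8 calcium dye fluorescence, ex 470-495, em 515-575 nm | Measure: Percent activation from peak-to-basal fluorescence ratio, scaled between DMSO and carbachol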
The depositor's hits bear a star; · = no result given. Not a hit list. Share with any hit: about 6.8%.

SMILES	RBBP9 inh	PPC-1+TRAIL kill	zfTRPN1 agonist	TNF necrop inh	Ba/F3 V617F tox	Wee1 stabilizer	CHOP inh	BaF3 parental	TRPML3 ag
O=C(/C=C/c1ccc(O)cc1)OCc1occc(=O)c1O[C@@H]1OC(CO)[C@@H](O)[C@H](O)[C@@H]1O (stereo not given in full)	-6	9	1.0	0.3	1	1	-5	9	1.4
CCCNC(=O)c1ccccc1NC(=O)c1ccccc1N(C)S(=O)(=O)c1ccc(C)cc1	-6	29	-0.7	-11	0	1	25	8	-0.2
CCN1CNC(=S)N(c2ccccc2OC)C1	-8	13	0.8	1.2	1	-1	9	4	0.4
Cc1onc(-c2c(Cl)cccc2Cl)c1C(=O)Nc1c(C)n(C)n(-c2ccccc2)c1=O	-6	12	-0.5	-1.3	-4	2	-9	-1	0.4
Oc1ccccc1/C=N/NC(=S)NC1CC2CCC1C2 (stereo not given)	-1	8	-0.7	-0.6	-5	-1	-1	-3	0.6
O=C(Nc1cc(Sc2ccccn2)cc([N+](=O)[O-])c1)c1ccc([N+](=O)[O-])cc1	1	17	0.9	-8.4	-2	6	1	1	0.2
CCOC(=O)C1CCN(C(=O)c2ccccc2NS(=O)(=O)c2ccc(F)c(F)c2)CC1	-2	22	0.2	-0.2	3	-2	-32	8	0.8
CCOC(=O)C1CCN(CC(=O)NC(=O)NC2CCCCC2)CC1	-9	21	-1.1	0.2	1	4	8	7	1.3
CC(NCc1nc2ccccc2n1C)C12CC3CC(CC(C3)C1)C2 (stereo not given)	2	-5	-1.8	2.8	-3	-4	32	1	0.6
Cc1ccc(-c2n[nH]c(S(C)(=O)=O)c2C#N)cc1	-9	-15	2.4	0.9	-1	-1	-1	-2	0.8
COC(=O)c1ccc(-c2noc(CN3C[C@H]4CC[C@H]3C4)n2)cc1	-7	5	-0.5	0.4	-2	-1	-5	5	0.8
CCn1c(CSc2nncn2-c2ccc(OC)cc2)nc2cc(S(=O)(=O)N(C)C)ccc21	-7	-3	-0.7	-1.0	0	-4	11	7	0.6
Cc1c(C(=O)O)cccc1-c1ccc(/C=C2/NC(=O)N(c3ccccc3)C2=O)o1	-7	-13	1.2	0.3	-2	1	-7	7	0.7
O=C(CN(Cc1ccccc1Cl)C(=O)Cn1nnc(-c2cccs2)n1)NCC1CCCO1 (stereo not given)	-7	0	-0.7	1.7	-4	-3	32	0	-0.6
O=C1N/C(=C\c2ccccc2)C(O)=C1C=NCc1ccccc1	-9	2	1.0	4.1	2	1	0	5	0.9
O=C1c2cccnc2C(Nc2ccc(Br)cc2Br)N1Cc1cccs1 (stereo not given)	-7	4	-1.6	-1.4	0	6	41	9	0.5
CCc1nc(SCc2ccc(C(=O)OC)o2)c2c(=O)n(C)c(=O)n(C)c2n1	4	·	0.2	-2.2	-3	1	33	1	0.1
COc1ccc(OC)c(CN2CCCC(CCC(=O)N(C)CCc3ccccn3)C2)c1 (stereo not given)	-4	15	0.4	0.1	-2	-2	9	3	0.3
COc1ccc(C(=O)NNC(=O)CSc2nnc(-c3cccnc3)n2C)cc1	-5	3	-0.1	1.5	-3	-2	-8	1	-0.4
CC1(CCc2ccccc2)NC(=O)N(CC(=O)O)C1=O (stereo not given)	-2	13	1.9	2.2	1	-1	-29	-5	0.1
CC1c2ccsc2CCN1S(=O)(=O)c1ccccc1 (stereo not given)	-6	18	-1.3	1.1	3	7	-4	-4	7.0
CCOc1c(O)ccc(C2NC(=O)N(C)C(C)=C2C(=O)OC)c1[N+](=O)[O-] (stereo not given)	3	8	0.7	0.3	6	-1	-2	8	1.2
CCc1ccccc1NC(=O)COc1ccc2c(=O)c(Oc3cc(C)ccc3C)coc2c1	-8	9	0.9	1.1	1	2	18	3	0.8
Cc1ccc(-c2nnn(C(C)C(=O)N3c4ccccc4CCc4ccccc43)n2)cc1 (stereo not given)	-11	33	-1.1	-1.4	0	1	15	1	0.4
Cc1c(NC(=O)c2cc3c(s2)CCCC3)c(=O)n(-c2ccccc2)n1C	-5	-12	0.0	1.2	0	-3	16	1	0.2

Going on with the list.
SMILES	RBBP9 inh	PPC-1+TRAIL kill	zfTRPN1 agonist	TNF necrop inh	Ba/F3 V617F tox	Wee1 stabilizer	CHOP inh	BaF3 parental	TRPML3 ag
COC(=O)c1ccc(S(=O)(=O)N2CCCN(Cc3ccc(F)cc3)CC2)n1C	-1	2	7.3	-1.4	-1	0	26	-2	2.9
CC(C)C(=O)Nc1cc(C(F)(F)F)ccc1N1CCOCC1	-4	17	0.6	0.1	-5	-2	42	2	0.2
NS(=O)(=O)c1ccc(CCNC(=O)[C@@H]2CCCN2S(=O)(=O)c2ccccc2F)cc1	-4	-28	1.8	-3.4	1	-1	42	0	0.3
CN(C)CCCN1C(=O)C2CCc3[nH]c4ccccc4c3C2C1=O (stereo not given)	-11	11	3.0	0.3	3	1	-10	9	1.6
CCOC(=O)c1cnc(-c2cccc(OC)c2)[nH]c1=O	0	7	1.6	-1.4	0	4	28	5	1.0
O=C(O)c1cccc(-n2cccc2/C=C2\NC(=O)N(Cc3ccc(F)cc3)C2=O)c1	-2	7	-0.2	0.4	-1	-3	20	8	0.6
CCOc1cc(NC(=S)Nc2cccc(C)c2)c(OCC)cc1NC(=O)CC(C)C	3	17	-0.2	-3.0	0	-1	2	9	-0.3
CCCC(=O)Nc1cc(-c2nn(C)c(=O)c3ccccc23)ccc1N1CCOCC1	-3	19	0.1	0.0	-3	-1	42	6	0.0
Cc1c(/C(O)=C2/C(=O)C(=O)N(CCN3CCOCC3)C2c2ccccn2)cnn1-c1ccccc1 (stereo not given)	-12	-2	-0.2	-0.2	1	-5	58	5	0.3
ClC(Cl)(c1nnnn1-c1ccccc1)c1nnnn1-c1ccccc1	10	4	2.9	-6.7	-4	-3	108*	2	4.2
N#C/C(=C\c1c(N2CCCCC2)nc2ccccn2c1=O)S(=O)(=O)c1ccccc1	-3	-8	-0.5	2.0	-5	-1	-9	-3	0.3
CCOC(=O)C1CN(S(=O)(=O)c2ccc(C)cc2)C1	-4	1	-0.9	-2.5	-7	-1	11	4	1.0
COc1ccc(CNC(=O)C/C(C)=N/NC(=O)C(c2ccccc2)c2ccccc2)cc1	-11	-16	-1.2	25	1	-1	25	0	-0.4
CC(C)N(Cc1nc(-c2ccc3c(c2)OCO3)no1)CC1CCC(=O)N1 (stereo not given)	-10	14	1.5	-0.1	0	2	8	3	0.8
O=C1c2ccncc2C(=O)N1CNc1ccc(Cl)cc1	-4	24	1.2	-7.2	-1	-3	25	2	0.7
COC(=O)c1cc(-c2c(C)oc3cc(OC(C)C)ccc3c2=O)c(C)o1	13	16	-1.1	-0.1	-4	2	8	-2	-0.2
CCOc1ccccc1NS(=O)(=O)c1cn(C)nc1C	5	14	0.0	0.9	-4	7	8	-2	1.0
Cc1ccc(NC(=O)C2C3C=CC4(CN(Cc5cccnc5)C(=O)C24)O3)cc1F (stereo not given)	-7	7	-0.6	2.6	-3	1	10	2	0.0
CCOc1ccccc1OCCCCN1CCCC1	2	7	1.3	0.4	0	-2	-6	3	0.5
Cc1onc(-c2c(F)cccc2Cl)c1C(=O)c1ccccc1	4	0	-2.0	3.0	-3	-3	4	-2	-0.1
COc1cccc(/C=C/C(=O)c2ccc(C)c([N+](=O)[O-])c2)c1	-4	-8	0.7	2.0	-3	3	-59	6	0.2
CC(OC(=O)c1cccnc1SCc1cc(=O)n2ccccc2n1)c1ccccn1 (stereo not given)	-6	9	1.3	-8.3	-2	2	64	6	-0.2
O=C1C(=O)N(CC(=O)N2CCCC2)c2ccccc21	-9	-9	2.2	0.2	1	3	-3	1	0.8
Cc1ccc(-c2sc(C)nc2CC(=O)O)cc1	-8	7	0.7	-3.0	-2	2	17	4	-1.3
CCOC(=O)c1cc2sccc2n1CC(=O)N1CCc2ccccc21	-4	6	0.4	-5.4	0	1	74*	2	-0.2

The listing continues.
SMILES	RBBP9 inh	PPC-1+TRAIL kill	zfTRPN1 agonist	TNF necrop inh	Ba/F3 V617F tox	Wee1 stabilizer	CHOP inh	BaF3 parental	TRPML3 ag
Cc1c(NC(=S)Nc2ccccc2C(F)(F)F)cccc1[N+](=O)[O-]	-3	16	1.1	1.1	-2	-1	-10	2	0.9
CC(=O)Nc1ccc(N2CCC(C)CC2)c([N+](=O)[O-])c1	3	-19	-0.4	-1.0	1	1	24	9	1.1
CC(CCn1cccn1)NC(=O)CCc1nnc(C2CCCCC2)o1 (stereo not given)	0	16	-0.4	-0.4	1	-2	25	9	0.2
O=C(COc1ccc(Br)cc1)N1CCN(S(=O)(=O)/C=C/c2ccccc2)CC1	-2	1	-0.8	1.2	2	-1	32	9	0.2
CC(=O)c1c(C)nc(Nc2nc(C)c3cc(C)ccc3n2)nc1C	-4	-4	-0.1	-1.3	1	0	6	11	0.6
CC(C)Sc1ncnc2c1oc1ccccc12	-2	8	0.5	-0.7	4	1	75*	6	-0.7

Among those listed so far, seven have an aryl methoxy group:
SMILES	RBBP9 inh	PPC-1+TRAIL kill	zfTRPN1 agonist	TNF necrop inh	Ba/F3 V617F tox	Wee1 stabilizer	CHOP inh	BaF3 parental	TRPML3 ag
CCN1CNC(=S)N(c2ccccc2OC)C1	-8	13	0.8	1.2	1	-1	9	4	0.4
CCn1c(CSc2nncn2-c2ccc(OC)cc2)nc2cc(S(=O)(=O)N(C)C)ccc21	-7	-3	-0.7	-1.0	0	-4	11	7	0.6
COc1ccc(OC)c(CN2CCCC(CCC(=O)N(C)CCc3ccccn3)C2)c1 (stereo not given)	-4	15	0.4	0.1	-2	-2	9	3	0.3
COc1ccc(C(=O)NNC(=O)CSc2nnc(-c3cccnc3)n2C)cc1	-5	3	-0.1	1.5	-3	-2	-8	1	-0.4
CCOC(=O)c1cnc(-c2cccc(OC)c2)[nH]c1=O	0	7	1.6	-1.4	0	4	28	5	1.0
COc1ccc(CNC(=O)C/C(C)=N/NC(=O)C(c2ccccc2)c2ccccc2)cc1	-11	-16	-1.2	25	1	-1	25	0	-0.4
COc1cccc(/C=C/C(=O)c2ccc(C)c([N+](=O)[O-])c2)c1	-4	-8	0.7	2.0	-3	3	-59	6	0.2

Record cards, as listed above. Order of values: RBBP9 inh, PPC-1+TRAIL kill, zfTRPN1 agonist, TNF necrop inh, Ba/F3 V617F tox, Wee1 stabilizer, CHOP inh, BaF3 parental, TRPML3 ag
`CC(C)Sc1ncnc2c1oc1ccccc12` is listed as -2, 8, 0.5, -0.7, 4, 1, 75*, 6, -0.7
`CC(=O)Nc1ccc(N2CCC(C)CC2)c([N+](=O)[O-])c1` is listed as 3, -19, -0.4, -1.0, 1, 1, 24, 9, 1.1
